A549 tox: A549 cytotoxicity, counter-screen for Nrf2 inhibitors | A549 ARE-Fluc cells, CellTiter-Fluor viability, 18-24 h | Potency, µM (doses to about 46 µM), for the others: top-dose activity change, negative = cytotoxicity, usual class: inhibitors | 390,000 tested, 0.16% active; also: potency is read from the fitted curve at half-maximal effect; % is scaled to controls: 0 for no effect and ±100 for the full control effect
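A549 ARE-Fluc cells in 5% FBS OPTI-MEM, 5000 cells/well, rested 2 h then exposed to compounds in concentration-response for 18-24 h at 37 °C. Viability by CellTiter-Fluor fluorescence (Ex 405/Em 525) after 30 min; luciferase luminescence (BugLite, 15 min, RT) read afterwards.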
Nrf2 block: blocks Nrf2 signaling. Potency, µM (highest dose often 46 µM), inactives show top-dose activity change, negative = inhibition, hits mostly inhibitors. A549 ARE-Fluc reporter, luciferase luminescence, 18-24 h. 360,000 tested, 2.1% active; also: potency is read from the fitted curve at half-maximal effect; % is scaled to controls: 0 for no effect and ±100 for the full control effect; nearly all actives have a fitted effect of over 60% in size
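A549 ARE_Fluc cells (5000/well, 5% FBS OPTI-MEM) pre-incubated 2 h, then treated with compounds 18-24 h at 37C/5% CO2 in concentration-response. CellTiter-Fluor viability read first; BugLite luciferase luminescence after 15 min at room temperature gives Nrf2 activity.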
Abeta yeast res: A-beta toxicity reversal in yeast. yeast expressing A-beta42, growth rescue, OD600, 48 h; response scale: 0% DMSO, 100% iron-clioquinol control. Potency, µM (top dose mostly 46.1 µM), without a hit: at the highest dose growth rescue, hits mostly activators. 410,000 tested, 0.063% active. AID 1347071; also: potency is read from the fitted curve at half-maximal effect; nearly all actives have a fitted effect of over 55% in size
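Yeast growth medium received pinned compounds, then yeast cells expressing toxic A-beta were added; plates incubated at 30 C for 48 hr. Growth read as absorbance at 600 nm, normalized to DMSO and equimolar FeCl3 plus clioquinol controls.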
Mm-Cpn inhibitor: blocks the Methanococcus maripaludis chaperonin Mm-Cpn; purified Mm-Cpn ATPase, ADP Transcreener TR-FRET; Potency, µM (series often up to 76.9 µM), without a hit: at the highest dose activity, negative = inhibition, usual class: inhibitors; 330,000 tested, 0.031% active; AID 504842; also: potency is read from the fitted curve at half-maximal effect; % is scaled to controls: 0 for no effect and ±100 for the full control effect; nearly all actives have a fitted effect of over 80% in size
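25 nM Mm-CPN + cpd, 10 min 37°C; + 10 uM ATP, 30 min 37°C; buffer 30 mM Tris pH 7.4, 100 mM KCl, 5 mM MgCl2, 1 mM DTT; Transcreener ADP HTRF detection 30 min RT.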
Akt phos inh: inhibitors of Akt phosphorylation | Neuro2A IGF-stimulated pAkt S473 HTRF, 20 min; stronger effect = lower value | AID 651550 | 360,000 tested, 0.32% active | activity change, % for hits at 50 µM; in the data active = activity change below about -80%; inconclusive = mostly about -51% to -80%; also: % is scaled to controls: 0 for no effect and ±100 for the full control effect
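Neuro2A cells in DMEM with 0.5% FBS, overnight at 37 deg C, given compound at single 50 µM final, then IGF (6 nM final) for 20 min at 37 deg C. Lysed; phospho-Akt Ser473 by HTRF after 24 h, 665/615 ratio.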
TGFb SMAD3 inh: blocks TGF-b signaling; HepG2 CAGA-GFP TGF-b/SMAD3 reporter, GFP fluorescence, 18 h; TGF-beta stimulated, 500 pg/mL final; Potency, µM (doses to about 46.1 µM), for inactives: at the top dose activity, negative = inhibition, usual class: inhibitors; 410,000 tested, 1.2% active; also: potency is read from the fitted curve at half-maximal effect; % is scaled to controls: 0 for no effect and ±100 for the full control effect; nearly all actives have a fitted effect of over 65% in size
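Smad-responsive CAGA-GFP expression was quantified in HEPG2 cells exposed to compounds and 500 pg/mL final TGF-beta for 18 h at 37 degrees C; unstimulated wells defined full inhibition.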
CCT modulator: modulators of cytosolic chaperonin (CCT/TRiC) activity; purified chaperonin ATPase assay, HTRF ADP detection, 30 min; activity change, % (concentration not given with the values), hits read low; 360,000 tested, 0.3% active; AID 651819; in the data active = activity change below about -30%; also: % is scaled to controls: 0 for no effect and ±100 for the full control effect
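Nucleotide hydrolysis assay: TRiC at 20–40 nM final (set by batch activity) with 10 uM ATP, 30 min at 37 °C, in presence of 76 uM compound. Detection by competitive ADP HTRF, 30 min ambient.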
Nrf2 ARE act: activates Nrf2 signaling. AREc32 ARE-luciferase reporter (MCF7-derived line), luminescence, 24 h. 410,000 tested, 0.31% active. Potency, µM (doses to about 46.1 µM), for inactives: top-dose activation, hits mostly activators. AID 624171; also: potency is read from the fitted curve at half-maximal effect; % of control where 0% means no effect; nearly all actives have a fitted effect of over 65% in size
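AREc32 cells carrying an ARE-driven firefly luciferase reporter were seeded at 1000 cells/well in OPTI-MEM with 5% FBS, then exposed to compound for 24 hr at 37 deg C. Luminescence was read with Steady-Glo after 30 min at RT.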
HepG2 tox: kills HepG2 cells in TGF-b inhibitor counter-screen | HepG2 CAGA-GFP viability, ATP luminescence, 18 h | Potency, µM (doses to about 46.1 µM), inactives show at the highest dose activity change, negative = cytotoxicity, actives largely listed as cytotoxic | 410,000 tested, 0.76% active | AID 588856; also: potency is read from the fitted curve at half-maximal effect; some results filed as inactive show a strong effect at the top dose
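HepG2 CAGA-GFP cells (1000/well, DMEM with 1% FBS) received compound, then TGF-beta at 500 pg/mL final, and were incubated 18 hours at 37 degrees C. Viability was read by CellTiter-Glo luminescence. Media-only wells were set as complete cell-killing and DMSO as no toxicity.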
* hit, by the source's call; i = inactive; u = inconclusive; x = not tested or not shown; [ ] = dose if it differs, or a comment. Unless noted, calls follow the shape of the dose curve; as a rule, active = well fitted curve in the direction sought with a large enough effect; inconclusive = small, poorly fitted or top-dose-only effect, or another doubt; inactive = no such curve, though single readings can be large; an effect the other way counts as inactive or inconclusive.

SMILES	A549 tox	Nrf2 block	Abeta yeast res	Mm-Cpn inhibitor	Akt phos inh	TGFb SMAD3 inh	CCT modulator	Nrf2 ARE act	HepG2 tox
CCNC(=O)O/N=C(\C)c1sc(-c2ccccc2)nc1C	-2%	25%	0%	-3%	i	8%	-1.7	6.8%	-18%
COc1cc(C(=O)NCCOc2ccc(Cl)cc2)ccc1OCc1c(C)noc1C	8%	3%	-9%	1%	i	-29%	-0.2	0.7%	5%
COc1ccc(CNc2nc(C)cc(C)c2C#N)cc1	17%	u	9%	-1%	i	-3%	-3.1	0.3%	-5%
COc1ccc(OCC(O)CN(C)C(=O)/C=C/c2cccc([N+](=O)[O-])c2)cc1 (stereo not given)	4%	3%	-15%	-2%	i	20%	-2.8	-0.9%	12%
Cc1cc(=O)n(C)c2ccccc12	1%	-20%	0%	-4%	i	-3%	-0.6	0.0%	5%
Cc1ccc(NS(=O)(=O)c2ccc3[nH]c(=O)[nH]c3c2)cc1	1%	0%	-5%	0%	i	5%	1.0	-0.9%	-3%
COc1ccc(N2CCN(c3cncc(C)n3)CC2)cc1	x	x	8%	x	i	11%	0.6	0.3%[9.22 µM]	6%
COC(=O)c1ccc2nc(-c3ccc(C)cc3)c(Cc3ccc(OC)cc3C)n2c1	x	x	-2%	x	i	x	0.2	7.4%	x
Nc1nc(SCCN2C(=O)c3ccccc3C2=O)n[nH]1	4%	-13%	-3%	-1%	i	0%	-1.4	0.4%	5%
CCCCN(CC)C(=O)Cn1c(=O)n(-c2ccc(OCC)cc2)c(=O)c2c3c(sc21)CCCC3	-13%	u	7%	x	x	-4%	x	0.6%	5%
COc1ccc(Cl)cc1NC(=O)N1CCN(CCc2ccccc2)CC1	-1%	u	6%	1%	i	1%	0.7	-0.5%	-17%
COC(=O)c1ccc(NCc2cc(O)ccc2O)cc1O	-8%	5%	-6%	x	i	u	-1.9	u	-8%
Oc1ccc(N=Cc2ccc(-c3cccs3)s2)cc1	-27%	16%	-17%	-15%	i	11µM*	-0.9	u	7.9µM*
O=C(CCC(=O)Nc1cccc2ccccc12)N/N=C/c1ccco1	-3%	26%	1%	3%	i	15%	1.2	23%	7%
O=C(O)CCc1ccc(-c2ccc(F)cc2)n1CCC(=O)O	0%	0%	9%	-3%	i	-2%	-2.2	-0.6%	4%
O=C(Nc1cc(C(=O)N2CCCC2)ccc1N1CCCC1)c1ccccc1F	-6%	x	13%	0%	x	1%	-2.9	0.2%	4%
COc1ccccc1N(CC(O)CN1CCC(C)CC1)S(=O)(=O)c1ccccc1 (stereo not given)	-5%	-5%	1%	3%	i	4%	-0.3	-0.4%	6%
Cc1ccccc1CSc1ccc2nnc(-c3ccccn3)n2n1	-6%	-28%	-13%	1%	i	25%	1.0	0.0%	7%
COc1ccc(CCNc2ccc(C(CC(N)=O)NC(=O)c3cc(OC)ccc3OC)cc2[N+](=O)[O-])cc1 (stereo not given)	u	u	4%	-1%	i	u	-0.9	2.9%	-18%
O=C(CCNS(=O)(=O)c1ccc(Br)cc1)NC1CCC(O)CC1 (stereo not given)	1%	3%	-21%	1%	i	0%	4.4	-0.2%	-11%
CC1CCCC(C)N1C(=O)COC(=O)Cc1ccc(Cl)cc1 (stereo not given)	2%	-9%	-5%	0%	i	0%	1.5	-0.7%	-10%
Cc1ccc(-c2cn(-c3ccc(SC(F)F)cc3)c3[n+]2CCC3)cc1	0%	u	-1%	0%	i	-8%	-0.4	-0.3%	-9%
Cc1ccc(Cc2c(C3CCCCC3)nc3c4ccccc4ccn23)cc1	x	x	1%	x	i	-2%	0.8	4.2%	-35%
CC1=NN(c2ccccc2)C(=O)/C1=C/c1ccc[nH]1	1%	13%	-16%	-2%	i	8%	-0.7	23%	3%
CCCC[C@H]1COCCS(=O)(=O)N1Cc1ccc(C)cc1	-4%	1%	-2%	0%	i	-26%	-1.5	u	-29%
CCc1nnc(NS(=O)(=O)c2ccc(NC(=O)c3ccccc3C)cc2)s1	7%	-5%	-9%	0%	i	-19%	-1.1	-0.5%	-10%
COc1ccc(/C=N/NC(=O)c2cc[n+]([O-])cc2)cc1OC	2%	5%	-11%	1%	i	-1%	1.4	-0.1%	-1%
CCOc1ccc(CNC(=O)c2ccc(CS(=O)c3ccccc3)o2)cc1 (stereo not given)	4%	-24%	-9%	x	x	-2%	x	0.3%	-7%
Clc1ccc(CSc2nnc(CN3CCOCC3)n2-c2ccccc2)cc1Cl	-7%	-15%	-2%	-1%	i	-1%	2.6	-0.4%	-21%
CCCCCn1nc(C(=O)OCc2nnc(-c3ccccc3)o2)c2ccccc2c1=O	-2%	16%	1%	0%	i	-9%	-0.8	-0.6%	1%
O=C(COC(=O)c1ccc(S(=O)(=O)N2CCCC2)cc1)NCCc1ccc(F)cc1	-4%	5%	4%	-2%	i	0%	-5.9	-0.8%	-13%
CC(C)n1c(N)c(C#N)c2ccc([N+](=O)[O-])cc2c1=O	-6%	-6%	-1%	-3%	i	-11%	-2.7	2.5%	-22%
COc1ccc(C(=O)N(Cc2sccc2C)C2CCS(=O)(=O)C2)cc1Cl (stereo not given)	2%	u	0%	x	x	x	x	8.3%	-29%
O=C(CN1C(=O)/C(=C\c2ccccc2Cl)Oc2ccccc21)NCc1cccnc1	5%	5%	u	-5%	i	-17%	-3.0	u	-16%
CC(C)OC(=O)NC(C)(C)COC(=O)Nc1cccc(Cl)c1	-26%	10µM*	30%	2%	i	-21%	-1.3	1.9%	-10%
CC(C)c1ccc(NS(=O)(=O)c2cc(Br)cc3c2N(C(=O)C2CC2)CC3)cc1	-1%	u	1%	x	x	-3%	x	-0.6%	3%
Cc1cc(C)c(NC(=O)COC(=O)C2CCN(c3ccc(C(F)(F)F)cn3)CC2)c(Cl)c1	0%	-14%	12%	-2%	i	-9%	-0.3	-0.1%	-5%
Cc1ccc2c(c1)C(=O)OC(C(=O)Nc1ncc(Cc3ccc(Cl)cc3)s1)C2 (stereo not given)	-1%	9%	-3%	x	x	3%	x	-1.1%	-16%
CCOc1ccc(C(=O)Nc2cc(C)ccn2)cc1	4%	u	-64%[inhibitor]	2%	i	-19%	-1.4	-3.3%	14µM*
CCOc1ccc(C(=O)N2CCCC(c3nc(-c4cccs4)no3)C2)cc1 (stereo not given)	-1%	6%	-7%	1%	i	-9%	-0.9	0.3%	1%
CCN(CC)C(=O)CSc1nc2ccccc2c(=O)n1CC1CCCCC1	-7%	-12%	-22%	2%	i	0%	0.2	5.5%	-24%
O=C(COC(=O)Cn1cnc2ccccc21)Nc1ccc(OC(F)F)cc1	2%	-22%	8%	-1%	i	1%	-1.2	1.0%	-13%
COc1ccc(CCNC(=O)CSc2n[nH]c(N)n2)cc1	9%	-29%	2%	0%	i	-22%	-1.5	-0.3%	-6%

Seven entries from above, with two lines to a compound:
Order of values – A549 tox | Nrf2 block | Abeta yeast res | Mm-Cpn inhibitor | Akt phos inh | TGFb SMAD3 inh | CCT modulator | Nrf2 ARE act | HepG2 tox
O=C(O)CCc1ccc(-c2ccc(F)cc2)n1CCC(=O)O
  0% | 0% | 9% | -3% | i | -2% | -2.2 | -0.6% | 4%
CCCC[C@H]1COCCS(=O)(=O)N1Cc1ccc(C)cc1
  -4% | 1% | -2% | 0% | i | -26% | -1.5 | u | -29%
O=C(COC(=O)Cn1cnc2ccccc21)Nc1ccc(OC(F)F)cc1
  2% | -22% | 8% | -1% | i | 1% | -1.2 | 1.0% | -13%
CCOc1ccc(CNC(=O)c2ccc(CS(=O)c3ccccc3)o2)cc1 (stereo not given)
  4% | -24% | -9% | x | x | -2% | x | 0.3% | -7%
Clc1ccc(CSc2nnc(CN3CCOCC3)n2-c2ccccc2)cc1Cl
  -7% | -15% | -2% | -1% | i | -1% | 2.6 | -0.4% | -21%
Cc1cc(C)c(NC(=O)COC(=O)C2CCN(c3ccc(C(F)(F)F)cn3)CC2)c(Cl)c1
  0% | -14% | 12% | -2% | i | -9% | -0.3 | -0.1% | -5%
CC(C)OC(=O)NC(C)(C)COC(=O)Nc1cccc(Cl)c1
  -26% | 10µM* | 30% | 2% | i | -21% | -1.3 | 1.9% | -10%

Source: PubChem BioAssay (National Center for Advancing Translational Sciences (NCATS))
